Bioassay records (PubChem)
BCLXL inh: inhibitors of human Bcl-xL, primary screen, biochemical, fluorescence polarization, HTS | Bcl-2-like protein 1 (Homo sapiens), Q07817 | actives 0.7% (n = 320,000) | AID 2129, 2009 | inhibition, % at 10.9 µM | GST-Bcl-xL / FITC-Bim BH3 peptide fluorescence polarization;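 active = inhibition above the mean of all tested compounds plus 3 SD, cutoff set per campaign, cut at about 30% in these data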;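 also: 0% = DMSO wells and 100% = unlabeled Bim-BH3 peptide competitor; inhibitors lower millipolarization by displacing the labeled peptide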
Fam108B inh: mouse Fam108B serine hydrolase inhibitors, primary screen, counter-screen for RBBP9 inhibitor project, biochemical, fluorescence polarization; recombinant Fam108B, FP-Rh probe fluorescence polarization; actives 0.33% (n = 300,000); AID 1947, 2009; inhibition, % at 9.51 µM;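 active = inhibition above the screen mean inhibition plus 3 SD, computed separately per campaign, cut at about 18% in these data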;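 also: inhibitors lower polarization as less probe binds the enzyme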
PME-1 inh: PME-1 inhibitors via competitive probe labeling, primary screen, biochemical, fluorescence polarization, FP-Rh probe, HTS; actives 0.53% (n = 320,000); inhibition, % at 5.9 µM; recombinant PME-1; AID 2130, 2009; Protein phosphatase methylesterase 1 (Homo sapiens), Q9Y570;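 active = inhibition above the campaign mean of all compounds plus 3 SD, cut at about 26% in these data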;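 also: competitive labeling of PME-1 active site by serine hydrolase directed probe; 0% = PME-1 with DMSO and 100% = wells lacking PME-1 enzyme; inhibitors block probe labeling so polarization falls and inhibition rises; many of its hits are not listed in these tables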
AHR act: AHR activators, primary screen, cell-based, luminescence, luciferase reporter, human; Aryl hydrocarbon receptor (Homo sapiens), P35869; AHR-responsive luciferase reporter cells; activation, % at 5 µM; actives 2.5% (n = 320,000); AID 2796, 2010; in the data active = activation above about 47%;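 also: 0% = vehicle wells and 100% = reference agonist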
PAFAH1B2 inh: PAFAH1B2 enzyme inhibitors, primary screen, biochemical, fluorescence polarization, human. recombinant PAFAH1B2, FP-rhodamine activity probe. inhibition, % at 3.39 µM. actives 1.2% (n = 340,000);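 active = inhibition above the mean of all tested compounds plus 3 SD, cut at about 24% in these data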;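 also: 0% = enzyme with DMSO and 100% = wells lacking PAFAH1B2; many of its hits are not listed in these tables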
Target sequence (P68402 whole entry, looked up): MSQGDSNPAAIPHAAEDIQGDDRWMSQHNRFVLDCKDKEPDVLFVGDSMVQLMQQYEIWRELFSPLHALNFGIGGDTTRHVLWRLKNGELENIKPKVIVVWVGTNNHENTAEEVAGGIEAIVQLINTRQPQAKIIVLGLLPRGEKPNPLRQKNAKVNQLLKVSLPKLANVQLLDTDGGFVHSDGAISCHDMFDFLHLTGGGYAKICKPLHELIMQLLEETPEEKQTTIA
MCL1-BIM inh: inhibitors of MCL1 binding to BIM-BH3, primary screen, biochemical, fluorescence polarization | Induced myeloid leukemia cell differentiation protein Mcl-1 (Homo sapiens), Q07820 | GST-MCL1 / FITC-Bim-BH3 fluorescence polarization | inhibition, % at 10.9 µM | actives 0.68% (n = 320,000);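 active = inhibition above the mean inhibition of all tested compounds plus 3 SD, set per campaign, cut at about 40% in these data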;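 also: 0% = DMSO wells and 100% = unlabeled Bim-BH3 peptide control; higher means more loss of mP so more displacement of Bim peptide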
Target sequence (Q07820 whole entry, looked up): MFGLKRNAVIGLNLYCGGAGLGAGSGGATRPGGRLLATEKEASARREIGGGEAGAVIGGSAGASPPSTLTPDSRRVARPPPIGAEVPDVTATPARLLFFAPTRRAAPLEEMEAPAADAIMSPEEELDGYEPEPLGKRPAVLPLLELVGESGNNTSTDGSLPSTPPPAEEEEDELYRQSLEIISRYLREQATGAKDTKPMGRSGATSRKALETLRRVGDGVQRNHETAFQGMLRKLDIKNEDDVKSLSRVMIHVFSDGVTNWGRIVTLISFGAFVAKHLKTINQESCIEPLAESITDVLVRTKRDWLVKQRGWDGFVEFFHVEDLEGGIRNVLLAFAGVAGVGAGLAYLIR
MEX-5 binding: MEX-5 zinc finger RNA-binding disruptors – biochemical, C. elegans, fluorescence polarization, MLPCN library, primary screen. Zinc finger protein mex-5 (Caenorhabditis elegans), Q9XUB2. MEX-5/FITC-TCR2 RNA binding; active compounds read low. actives 0.38% (n = 300,000). activity score (negative = inhibition of binding), % at 10 µM;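 active = inhibition past about -25% in most replicates, and total fluorescence under double the plate's negative control median, limit read from the data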;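 also: 0% = DMSO and -100% = 5 µM competing unlabeled TCR2 RNA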
pPAFAH FP inh: pPAFAH enzyme inhibitors, primary screen, biochemical, fluorescence polarization, human. actives 1.5% (n = 330,000). inhibition, % at 3.39 µM. Platelet-activating factor acetylhydrolase (Homo sapiens), Q13093. recombinant pPAFAH, FP-rhodamine probe fluorescence polarization;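 active = inhibition above the mean inhibition across the screen plus 3 SD, cut at about 25% in these data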;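 also: inhibitors block binding of the rhodamine activity-based probe so polarization drops; 0% = enzyme with DMSO and 100% = wells lacking pPAFAH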
Target sequence (Q13093 whole entry, looked up): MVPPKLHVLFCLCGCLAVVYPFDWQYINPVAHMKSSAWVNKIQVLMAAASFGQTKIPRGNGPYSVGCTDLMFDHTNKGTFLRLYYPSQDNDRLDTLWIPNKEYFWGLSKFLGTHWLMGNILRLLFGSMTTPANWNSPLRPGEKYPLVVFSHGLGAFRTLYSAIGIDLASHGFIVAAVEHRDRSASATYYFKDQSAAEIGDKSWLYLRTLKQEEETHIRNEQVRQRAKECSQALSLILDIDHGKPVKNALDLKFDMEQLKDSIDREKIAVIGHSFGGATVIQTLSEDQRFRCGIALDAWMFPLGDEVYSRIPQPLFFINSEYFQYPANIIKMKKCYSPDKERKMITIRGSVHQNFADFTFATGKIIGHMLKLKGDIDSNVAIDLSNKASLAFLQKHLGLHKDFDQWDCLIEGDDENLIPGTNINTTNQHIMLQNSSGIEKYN
GLD-1 RNA inh: GLD-1/TGE RNA complex disruptors, primary screen, biochemical, fluorescence polarization | Female germline-specific tumor suppressor gld-1 (Caenorhabditis elegans), Q17339 | purified GLD-1 + fluorescein TGE RNA | inhibition, % at 5.96 µM | actives 0.44% (n = 320,000);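 active = percent inhibition above a per-plate cutoff, the plate mean of test compounds plus 3 SD, cut at about 30% in these data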;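 also: 0% = DMSO wells with GLD-1 and probe and 100% = wells lacking GLD-1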
An asterisk follows results filed as active. Only part of the results is shown, so the mix of outcomes need not match the whole.

How did CC(C)c1cccc(C(C)C)c1NC(=O)CCN1C(=O)NC2(CCCC2)C1=O do in these assays?
BCLXL inh: 5; PME-1 inh: 1; AHR act: -1; PAFAH1B2 inh: 0; MCL1-BIM inh: -3; pPAFAH FP inh: 1; GLD-1 RNA inh: -1

Results for COc1ccc(-n2c(C)cc(=O)[nH]c2=O)cc1 ?
BCLXL inh: 1; Fam108B inh: -5; PME-1 inh: -1; AHR act: 0; PAFAH1B2 inh: 3; MCL1-BIM inh: 2; MEX-5 binding: 0.0; pPAFAH FP inh: 0; GLD-1 RNA inh: -1

What do the screens show for `Cc1ccc(-n2c(Cn3nc(C(F)F)cc3C(F)F)n[nH]c2=S)cc1`?
BCLXL inh: -10; Fam108B inh: -2; PME-1 inh: 5; AHR act: -1; PAFAH1B2 inh: 2; MCL1-BIM inh: -21; MEX-5 binding: 2.4; pPAFAH FP inh: 3; GLD-1 RNA inh: 1

How did CCS(=O)(=O)N1CCC(NC(=O)C2CCCCC2)CC1 do in these assays?
BCLXL inh: 5; Fam108B inh: -1; PME-1 inh: 1; AHR act: 1; PAFAH1B2 inh: -1; MCL1-BIM inh: 6; MEX-5 binding: -2.0; pPAFAH FP inh: 8; GLD-1 RNA inh: 3

What do the screens show for `CCN1CCN(CC(=O)N/N=C/c2ccc(F)cc2F)CC1`?
BCLXL inh: 1; Fam108B inh: 6; PME-1 inh: -5; AHR act: 1; PAFAH1B2 inh: 1; MCL1-BIM inh: 4; MEX-5 binding: 0.2; pPAFAH FP inh: 2; GLD-1 RNA inh: 6

Results for Cc1ccc(C(C(=O)NC2CCCCC2)N2CCOCC2)cc1 (stereo not given) ?
BCLXL inh: 10; Fam108B inh: -1; PME-1 inh: 9; AHR act: -2; PAFAH1B2 inh: 4; MCL1-BIM inh: 1; MEX-5 binding: -3.5; pPAFAH FP inh: -7; GLD-1 RNA inh: 3

How did Cc1cc(C(=O)CSc2nnc(-c3ccc4c(c3)OCO4)o2)c(C)n1-c1ccc(F)cc1 do in these assays?
BCLXL inh: 5; Fam108B inh: -4; PME-1 inh: 4; AHR act: 0; PAFAH1B2 inh: 2; MCL1-BIM inh: 12; pPAFAH FP inh: -4; GLD-1 RNA inh: 1

What do the screens show for `NC(=O)c1c(NC(=O)c2cccs2)sc2c1CCCCCC2`?
BCLXL inh: 1; Fam108B inh: -4; PME-1 inh: -14; AHR act: -3; PAFAH1B2 inh: 12; MCL1-BIM inh: 5; MEX-5 binding: -0.3; pPAFAH FP inh: 10; GLD-1 RNA inh: -2

How did Cc1ccccc1C(=O)NCC(c1ccco1)N1CCc2ccccc21 (stereo not given) do in these assays?
BCLXL inh: 3; Fam108B inh: 1; PME-1 inh: -4; AHR act: 4; PAFAH1B2 inh: 0; MCL1-BIM inh: 4; MEX-5 binding: -0.1; pPAFAH FP inh: 5; GLD-1 RNA inh: -1

Results for O=C1CC(C(=O)NCCc2ccccc2)SC(=Nc2ccccc2)N1 (stereo not given) ?
BCLXL inh: 8; Fam108B inh: -3; PME-1 inh: 5; AHR act: 0; MCL1-BIM inh: 4; MEX-5 binding: -1.7; pPAFAH FP inh: 2; GLD-1 RNA inh: -4

What do the screens show for `COC(=O)CNC(=O)C1Cc2ccccc2CN1S(=O)(=O)c1ccc(F)cc1` (stereo not given)?
BCLXL inh: 7; Fam108B inh: 4; PME-1 inh: -5; AHR act: 3; PAFAH1B2 inh: 3; MCL1-BIM inh: -5; MEX-5 binding: -4.0; pPAFAH FP inh: 6; GLD-1 RNA inh: -1

What do the screens show for `COc1ccccc1Nc1nn2c(=O)c3ccc(C(=O)N4CCCC(C)C4)cc3nc2s1` (stereo not given)?
BCLXL inh: 2; Fam108B inh: -4; PME-1 inh: -6; AHR act: 3; PAFAH1B2 inh: 0; MCL1-BIM inh: -3; MEX-5 binding: 1.0; pPAFAH FP inh: 1; GLD-1 RNA inh: 2

How did CCC(CO)Nc1ncnc2c1cnn2-c1ccc(OC)cc1 (stereo not given) do in these assays?
BCLXL inh: 5; Fam108B inh: -2; PME-1 inh: -5; AHR act: 11; PAFAH1B2 inh: -3; MCL1-BIM inh: 3; MEX-5 binding: -1.1; pPAFAH FP inh: 7; GLD-1 RNA inh: 7

How did COc1ccc(NC(=O)/C(C#N)=C/c2ccc3c(c2)n(C)c(=O)n3C)cc1 do in these assays?
BCLXL inh: 2; Fam108B inh: -1; PME-1 inh: -6; AHR act: 3; PAFAH1B2 inh: -1; MCL1-BIM inh: 3; MEX-5 binding: -0.8; pPAFAH FP inh: -7; GLD-1 RNA inh: 2

What do the screens show for `Cn1c(CNc2cccc(Cl)c2)nnc1SCC#N`?
BCLXL inh: -48; Fam108B inh: -3; PME-1 inh: -6; AHR act: 21; PAFAH1B2 inh: 0; MCL1-BIM inh: -31; MEX-5 binding: 0.4; pPAFAH FP inh: 7; GLD-1 RNA inh: -4

Results for CC(=O)[C@@]1(O)CCC2C3CC[C@H]4C[C@@H](O)CC[C@]4(C)C3CC[C@@]21C (stereo not given in full) ?
AHR act: -2; PAFAH1B2 inh: 5; pPAFAH FP inh: 2; GLD-1 RNA inh: -4

Results for COc1ccc(NC(=O)CSc2c3c(nc4ccccc24)CCCC3)c(OC)c1 ?
BCLXL inh: 3; Fam108B inh: -6; PME-1 inh: -1; AHR act: 2; PAFAH1B2 inh: 1; MCL1-BIM inh: -2; MEX-5 binding: 2.8; pPAFAH FP inh: 7; GLD-1 RNA inh: 6

How did CCN(CC(=O)NCc1ccc(Cl)cc1)C(=O)CCOc1ccccc1C do in these assays?
BCLXL inh: -2; Fam108B inh: 1; PME-1 inh: 2; AHR act: -1; PAFAH1B2 inh: -1; MCL1-BIM inh: -5; MEX-5 binding: 1.2; pPAFAH FP inh: 3; GLD-1 RNA inh: -1

How did COc1cc([N+](=O)[O-])ccc1NC(=O)Nc1cnccn1 do in these assays?
BCLXL inh: 4; Fam108B inh: -5; PME-1 inh: -9; AHR act: 19; PAFAH1B2 inh: -2; MCL1-BIM inh: 3; MEX-5 binding: -0.3; pPAFAH FP inh: 5; GLD-1 RNA inh: -6

How did CC[n+]1c(/C=C(\C)SC)sc2ccccc21 do in these assays?
BCLXL inh: 5; Fam108B inh: -3; PME-1 inh: -1; AHR act: -3; PAFAH1B2 inh: 0; MCL1-BIM inh: -23; MEX-5 binding: -4.9; pPAFAH FP inh: 5; GLD-1 RNA inh: -4

What do the screens show for `Cn1nnc2cc(C(=O)NCc3ccco3)ccc21`?
BCLXL inh: 8; Fam108B inh: 0; PME-1 inh: -2; AHR act: 4; PAFAH1B2 inh: -1; MCL1-BIM inh: 13; MEX-5 binding: 0.8; pPAFAH FP inh: 2; GLD-1 RNA inh: 6

Results for CN1CCc2c(sc(NC(=O)c3ccco3)c2C(N)=O)C1 ?
BCLXL inh: 8; Fam108B inh: 3; PME-1 inh: 4; AHR act: 18; PAFAH1B2 inh: -5; MCL1-BIM inh: 2; MEX-5 binding: 2.8; pPAFAH FP inh: -3; GLD-1 RNA inh: -12

What do the screens show for `O=C(CN1CCN(c2cccc(C(F)(F)F)c2)CC1)Nc1cccc(C(F)(F)F)c1`?
BCLXL inh: 2; Fam108B inh: 0; PME-1 inh: 4; AHR act: 1; PAFAH1B2 inh: 1; MCL1-BIM inh: -1; MEX-5 binding: -2.1; pPAFAH FP inh: -5; GLD-1 RNA inh: -3

How did CCC1Oc2ccc(Cl)cc2N(CC(=O)O)C1=O (stereo not given) do in these assays?
BCLXL inh: 0; Fam108B inh: 0; PME-1 inh: 2; AHR act: -3; PAFAH1B2 inh: 6; MCL1-BIM inh: 2; MEX-5 binding: -2.9; pPAFAH FP inh: 0; GLD-1 RNA inh: 4

How did COc1ccc(-n2c(=O)c3ccccc3n(Cc3ccccc3F)c2=O)cc1OC do in these assays?
BCLXL inh: 1; Fam108B inh: 1; PME-1 inh: 9; AHR act: 2; PAFAH1B2 inh: -1; MCL1-BIM inh: 3; MEX-5 binding: 0.9; pPAFAH FP inh: -2; GLD-1 RNA inh: 3

What do the screens show for `CCCCNCC(=O)Nc1sc(C)c(C)c1C(=O)OCC`?
BCLXL inh: 2; Fam108B inh: 1; PME-1 inh: 1; AHR act: 22; PAFAH1B2 inh: 3; MCL1-BIM inh: 3; MEX-5 binding: -2.7; pPAFAH FP inh: 3; GLD-1 RNA inh: 3

How did COc1cc(OC)nc(Oc2ccccc2C(=O)Oc2ccccc2Cl)n1 do in these assays?
BCLXL inh: -3; Fam108B inh: -1; PME-1 inh: 3; AHR act: 3; PAFAH1B2 inh: -2; MCL1-BIM inh: -2; MEX-5 binding: 2.9; pPAFAH FP inh: 5; GLD-1 RNA inh: 0

How did Cc1cc(C)c(S(=O)(=O)C(C)C)c(=O)[nH]1 do in these assays?
BCLXL inh: 1; Fam108B inh: -9; PME-1 inh: -3; AHR act: -1; PAFAH1B2 inh: 3; MCL1-BIM inh: 0; MEX-5 binding: 0.8; pPAFAH FP inh: 2; GLD-1 RNA inh: 9

What do the screens show for `NC(=O)N/N=C/c1ccc(-n2nncc2-c2ccc(Cl)cc2)cc1`?
BCLXL inh: 4; Fam108B inh: -1; PME-1 inh: -15; AHR act: 4; PAFAH1B2 inh: 6; MCL1-BIM inh: 4; MEX-5 binding: 1.4; pPAFAH FP inh: 4; GLD-1 RNA inh: -4

Results for Cc1ccc(S(=O)(=O)N2CCN(S(C)(=O)=O)C2c2ccccc2)cc1 (stereo not given) ?
BCLXL inh: 4; Fam108B inh: -10; PME-1 inh: -2; AHR act: 11; PAFAH1B2 inh: 5; MCL1-BIM inh: 4; MEX-5 binding: -1.5; pPAFAH FP inh: -4; GLD-1 RNA inh: 0

Results for Cc1ccc(NC(=O)c2ccccc2F)nc1 ?
BCLXL inh: 1; Fam108B inh: -2; PME-1 inh: -1; AHR act: 4; PAFAH1B2 inh: 4; MCL1-BIM inh: 8; MEX-5 binding: -1.7; pPAFAH FP inh: 0; GLD-1 RNA inh: 6

What do the screens show for `CC(OC(=O)/C=C/c1ccccc1)C(=O)Nc1cccc(C#N)c1` (stereo not given)?
BCLXL inh: -9; Fam108B inh: 4; PME-1 inh: 2; AHR act: 1; PAFAH1B2 inh: 3; MCL1-BIM inh: -2; MEX-5 binding: 2.7; pPAFAH FP inh: 2; GLD-1 RNA inh: -11

How did COc1ccc(C2CC(c3ccccc3OC(C)=O)=NN2C(=O)/C=C/c2ccccc2)cc1 (stereo not given) do in these assays?
BCLXL inh: 0; Fam108B inh: -4; PME-1 inh: -2; AHR act: 13; PAFAH1B2 inh: 2; MCL1-BIM inh: 1; MEX-5 binding: -0.5; pPAFAH FP inh: -1; GLD-1 RNA inh: 8

What do the screens show for `CCS(=O)(=O)NCc1ccc2[nH]c3c(c2c1)CCCC3`?
BCLXL inh: 59*; Fam108B inh: 6; PME-1 inh: 16; AHR act: 6; MCL1-BIM inh: 73*; MEX-5 binding: -0.1; pPAFAH FP inh: 2; GLD-1 RNA inh: 40*
